From PubChem BioAssay
M5 ag – agonists of human muscarinic M5 receptor (CHRM5); P08912; CHO-K1 hM5 cells, Fluo-8 calcium fluorescence; 0% DMSO wells, 100% maximal acetylcholine response; activation, % at 3 µM; 360,000 tested, 0.19% active;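 active = activation above the run's mean over test compounds plus 3 SD, cut at about 23% in these data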;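 note: signal is peak over basal fluorescence ratio across the kinetic read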
M1 PAM – potentiates human M1 receptor response to acetylcholine. P11229. CHO-K1 hM1, Fluo-8 calcium fluorescence, ACh EC20; 0% = ACh EC20, 100% = maximal ACh. AID 588819. activation, % at 3 µM. 360,000 tested, 0.088% active; in the data active = activation above about 19%, passing the limit was not always enough
Target sequence (P11229 whole entry, looked up): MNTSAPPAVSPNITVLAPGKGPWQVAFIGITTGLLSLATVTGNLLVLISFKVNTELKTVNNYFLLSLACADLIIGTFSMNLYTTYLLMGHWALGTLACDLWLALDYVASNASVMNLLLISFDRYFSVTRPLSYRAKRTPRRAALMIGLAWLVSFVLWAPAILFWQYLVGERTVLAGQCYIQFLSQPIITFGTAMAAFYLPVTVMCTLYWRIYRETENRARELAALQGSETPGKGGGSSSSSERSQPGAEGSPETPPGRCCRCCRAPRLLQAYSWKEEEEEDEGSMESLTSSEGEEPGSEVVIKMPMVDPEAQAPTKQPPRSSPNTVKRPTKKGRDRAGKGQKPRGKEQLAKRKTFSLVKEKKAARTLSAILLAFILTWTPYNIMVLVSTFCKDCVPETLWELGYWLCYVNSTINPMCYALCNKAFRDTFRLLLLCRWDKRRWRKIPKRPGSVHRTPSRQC
CHRM5 antagonist – CHRM5 antagonism in calcium assay; P08912; CHO-hM5 cells, Fluo-8 calcium fluorescence, ACh EC80; inhibition, % at 3 µM; 360,000 tested, 0.59% active;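 active = inhibition above a per-plate cutoff, the mean of that plate's test compounds plus 3 SD, cut at about 27% in these data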;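 note: 0% = acetylcholine EC80 with DMSO and 100% = DMSO without agonist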
M4 ag – agonists of human muscarinic M4 receptor (CHRM4); activation, % at 3 µM; 360,000 tested, 0.14% active; P08173; CHO-K1 hM4/Gqi5, Fluo-8 calcium fluorescence; vehicle 0%, full acetylcholine response 100%;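 active = activation above the run mean over all test wells plus 3 SD, cut at about 32% in these data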;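 note: peak over basal fluorescence ratio per well then scaled between controls; 0% = DMSO wells and 100% = acetylcholine at EC100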
Target sequence (P08173 whole entry, looked up): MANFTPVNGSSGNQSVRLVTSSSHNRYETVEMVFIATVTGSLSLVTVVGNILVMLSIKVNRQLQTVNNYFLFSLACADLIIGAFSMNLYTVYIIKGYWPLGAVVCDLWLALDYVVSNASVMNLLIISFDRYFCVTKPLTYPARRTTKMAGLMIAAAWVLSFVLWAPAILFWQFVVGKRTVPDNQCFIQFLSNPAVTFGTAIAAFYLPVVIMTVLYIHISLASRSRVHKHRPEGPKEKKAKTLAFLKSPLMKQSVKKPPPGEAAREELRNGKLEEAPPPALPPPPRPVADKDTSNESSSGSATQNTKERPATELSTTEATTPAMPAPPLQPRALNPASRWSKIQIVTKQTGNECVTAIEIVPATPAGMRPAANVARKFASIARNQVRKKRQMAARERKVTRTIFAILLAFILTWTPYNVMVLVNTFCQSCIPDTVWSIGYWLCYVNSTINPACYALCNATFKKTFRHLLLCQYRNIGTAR
CHRM5 PAM – positive allosteric modulators of human muscarinic M5 receptor; P08912; CHO-K1 hM5, Fluo-8 calcium, ACh EC20 PAM; 0% = ACh EC20, 100% = ACh EC100; activation, % at 3 µM; 360,000 tested, 0.3% active;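 active = activation above the run cutoff, the mean activation of all test compounds plus 3 SD, cut at about 18% in these data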
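Probe or stimulus: acetylcholine, EC20 level; Assay system: human M5 receptor in CHO-K1 cells; Schedule: compound preincubation 140 s before EC20 acetylcholine addition; Technique: intracellular calcium via Fluo-8 fluorescence; Dosing: single-point, 3 µM nominal; Read-out basis: percent activation from peak-over-basal fluorescence ratio, scaled EC20-to-EC100 acetylcholine; Repeats: one well per compound, no replicates.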
M4 antag – antagonists of human muscarinic M4 receptor (CHRM4). CHO-hM4 cells, ACh EC80, Fluo-8 calcium fluorescence. inhibition, % at 3 µM. 360,000 tested, 0.73% active;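 active = inhibition above its plate's cutoff, the mean inhibition of sample wells plus 3 SD, cut at about 27% in these data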;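 note: 0% = acetylcholine EC80 with DMSO and 100% = DMSO without agonist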
M1 antag – blocks human M1 muscarinic receptor; P11229; CHO-K1 hM1, Fluo-8 calcium fluorescence, ACh EC80 antagonist; inhibition, % at 3 µM; 360,000 tested, 1.3% active;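 active = percent inhibition above its own plate's cutoff, namely the mean of that plate's compound wells plus 3 SD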;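 note: peak over basal fluorescence ratio during 140 s after agonist addition; 0% = ACh EC80 plus DMSO and 100% = DMSO alone without agonist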
CHRM4 PAM – positive allosteric modulators of human muscarinic M4 receptor | P08173 | CHO-K1 hM4/Gqi5, Fluo-8 calcium fluorescence, ACh EC20; 0% = ACh EC20, 100% = maximal ACh | activation, % at 3 µM | 360,000 tested, 0.4% active | AID 624126;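 active = activation above its plate's cutoff, the mean activation of sample wells plus 3 SD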; note: some results filed as inactive read as strong as hits
CRFBP-R2 agonist – CRF-BP/CRF-R2 complex agonism; HEK293 CRF-R2/CRF-BP, calcium dye fluorescence (FLIPR); percent of saturating CRF peptide response; activation, % at 13.2 µM; 350,000 tested, 0.46% active; AID 588473;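 active = activation of at least 50%, plus an integration ratio under a set limit after plate pattern correction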;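 note: plate controls were neutral control wells without compound for no effect and CRF at EC100 for full effect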
The depositor's hits bear a star; / = no result given.

SMILES | M5 ag | CHRM4 PAM | CRFBP-R2 agonist | CHRM5 antagonist | M4 antag | M1 PAM | M4 ag | CHRM5 PAM | M1 antag
CCN(CC)S(=O)(=O)c1ccc(C(=O)C(C#N)c2ccccn2)cc1 (centres undefined) | 3 | 0 | 0.8 | 9 | -4 | 1 | 2 | -10 | -4
CCOc1ccc(C(C)NC(=S)NC2CCCCC2)cc1OCC (centres undefined) | -1 | 3 | 0.1 | 6 | -1 | 8 | 5 | -3 | -14
COc1ccc(C#Cc2c(-c3ccsc3)oc3ccc(N4CCOCC4)cc23)cc1 | 0 | 13 | 0.7 | 1 | -18 | 2 | 3 | 3 | 3
CC[C@]12c3[nH]c4ccc(Cl)cc4c3CCN1C(=O)[C@@H](CC(=O)NCCC1=CCCCC1)C[C@@H]2C(=O)N1CCN(C(=O)c2ccco2)CC1 | -1 | 0 | 0.0 | -2 | -6 | 8 | 1 | 0 | -16
CC1CCN(C(=O)COC(=O)c2ccc(Cl)nc2)CC1 | 0 | 0 | 3.4 | 6 | 6 | 0 | 0 | 1 | 5
CCC(C)NC(=O)CCc1nnc2ccc(N3CCC(C)CC3)nn12 (centres undefined) | -6 | 5 | -2.0 | 3 | -3 | 8 | 0 | 4 | -4
COc1ccc(-n2nnc3c(SCC(=O)NCC4CCCO4)ncnc32)cc1 (centres undefined) | 2 | -4 | 4.0 | 10 | 2 | 0 | 8 | -19 | 1
C[C@@H]1CN([C@@H](C)CO)C(=O)c2cc(Br)cnc2O[C@H]1CN(C)S(=O)(=O)c1ccccc1 | 2 | 4 | 0.5 | -7 | -2 | 7 | 1 | 2 | -7

(listing goes on)
SMILES | M5 ag | CHRM4 PAM | CRFBP-R2 agonist | CHRM5 antagonist | M4 antag | M1 PAM | M4 ag | CHRM5 PAM | M1 antag
COc1ccc(CN2C(=O)C(CC(=O)NCCCCc3ccccc3)CC(C(=O)N3CCOCC3)=C2C)cc1 (centres undefined) | -1 | 2 | -0.2 | -16 | -20 | 7 | 2 | 2 | -14
CCn1nc(C)c(/C=N/NC(=S)Nc2ccc(Cl)cc2Cl)c1C | 0 | -1 | -2.1 | 3 | 0 | -10 | 1 | -2 | 13
Cc1cccc(CNC(=O)C2CCC(=O)N(Cc3ccccc3F)C2)n1 (centres undefined) | -4 | 21* | 3.4 | -1 | -7 | 12 | 1 | 2 | -7
Cc1nc(CNC(=O)C2CCC(=O)N(Cc3cccc(F)c3)C2)sc1C (centres undefined) | -2 | -5 | -0.1 | -1 | 4 | 5 | 1 | -1 | -4
CC(=O)c1c(C(C)=O)c(C)n(NC(=O)c2ccncc2)c1C | -2 | -2 | -1.2 | 7 | 10 | 7 | 0 | -6 | -1
COc1cccc(Nc2cc(N3CCOCC3)c3nonc3c2[N+](=O)[O-])c1 | 1 | -3 | -1.3 | 0 | -6 | -2 | 1 | 4 | 3
COc1ccc(Nc2nc(N)nc(CSC(=S)N3CCN(C)CC3)n2)cc1 | -1 | -2 | 0.6 | -3 | 1 | 9 | 2 | 2 | -7
CCOC(=O)c1c(-n2cnnn2)sc(C)c1C | -2 | -1 | -0.8 | 3 | 6 | 6 | 1 | 4 | -10

Remaining list, next part:
SMILES | M5 ag | CHRM4 PAM | CRFBP-R2 agonist | CHRM5 antagonist | M4 antag | M1 PAM | M4 ag | CHRM5 PAM | M1 antag
COc1cc(CC(NC(C)=O)C(=O)NC2CCN(c3nc(OC)nc(OC)n3)CC2)cc(OC)c1 (centres undefined) | 5 | 6 | -1.3 | -5 | 5 | 8 | 0 | 1 | -7
CC1(C(=O)O)C=CC2(CCCCC2)N1C(=O)c1ccccc1 (centres undefined) | 4 | 6 | 0.0 | 3 | 4 | 12 | 0 | -1 | -3
CC(C)(C)OC(=O)C[C@H]1C/C=C\C[C@@H](CC(=O)N[C@@H](CO)Cc2ccccc2)C(=O)N2CCC[C@@H]2COC1=O | 2 | 1 | -0.4 | -4 | 2 | 5 | -1 | 2 | 2
COC(=O)c1cn(-c2ccccc2)nc1-c1ccccc1 | 0 | -6 | 0.2 | -4 | -4 | 2 | 1 | 0 | -3
C=CCc1cccc2cc(C(=O)NNC(=O)CC#N)c(=O)oc12 | 5 | -9 | -0.3 | 5 | 5 | -1 | 1 | 4 | 6
COc1ccc(S(=O)(=O)N(C)C[C@H]2Oc3c(NC(=O)Nc4ccc(C(F)(F)F)cc4)cccc3C(=O)N([C@H](C)CO)C[C@@H]2C)cc1 | 0 | -1 | 0.6 | 16 | 23 | 2 | 5 | -8 | 2
O=C(N/N=C/C(Cl)=C/c1ccc([N+](=O)[O-])cc1)C(=O)Nc1cccc(C(=O)O)c1 | 0 | 0 | -1.7 | 2 | 2 | 9 | 1 | 7 | -11
CCOC(=O)c1ccc(NC(=O)c2ccc3c(c2)OCO3)cc1 | -6 | -2 | 1.3 | 1 | -9 | 0 | 4 | -5 | 6

(listing goes on)
SMILES | M5 ag | CHRM4 PAM | CRFBP-R2 agonist | CHRM5 antagonist | M4 antag | M1 PAM | M4 ag | CHRM5 PAM | M1 antag
O=C(Nc1nccs1)c1ccc(N2CCOCC2)c([N+](=O)[O-])c1 | 0 | -4 | -0.1 | 6 | -11 | 10 | 13 | -4 | -10
COc1ccc(F)cc1S(=O)(=O)NCC(c1ccc2c(c1)OCO2)N1CCN(C)CC1 (centres undefined) | -5 | 3 | 1.1 | 1 | -5 | 8 | 1 | 2 | -5
Cc1cccc(Nc2c(-c3ccc(N4CCOCC4)cc3)nc3ncccn23)c1 | 3 | 1 | -0.5 | 1 | -17 | 1 | 4 | -3 | 1
NC(=O)C1CCN(c2ccc(S(=O)(=O)N3CCCCC3)cn2)CC1 | 3 | -4 | -1.5 | -11 | -5 | 11 | 2 | 7 | -5
CCc1nc2c(OCc3ccc(Cl)cc3)cccn2c1N(C)C(=O)c1ccncc1 | -2 | 5 | / | 4 | -4 | 9 | 1 | 1 | -11
CCc1ccc(CNc2ccc3c(c2)ncn3C(C)(C)C)cc1 | -5 | -2 | 8.2 | 9 | -18 | -10 | 4 | -11 | 4
Cc1cccc(Nc2nc(-c3ccc(O)c(O)c3)cs2)n1 | 1 | 8 | 1.0 | 7 | -11 | 13 | -2 | -5 | -21
CN(C)c1ccc(-c2ccnc3c2CC(C)(C(=O)Nc2ccccc2)O3)cc1 (centres undefined) | 0 | 1 | / | 3 | 2 | 6 | -1 | -5 | -8

(next part)
SMILES | M5 ag | CHRM4 PAM | CRFBP-R2 agonist | CHRM5 antagonist | M4 antag | M1 PAM | M4 ag | CHRM5 PAM | M1 antag
CN(C)S(=O)(=O)c1cccc(NC(=O)COC(=O)COc2ccccc2[N+](=O)[O-])c1 | -2 | -6 | 5.1 | 3 | -10 | 7 | 6 | -1 | 0
COc1ccc(C(CC(=O)N2CCOCC2)c2c(OC)cc(OC)c3c(-c4ccccc4)cc(=O)oc23)cc1 (centres undefined) | 1 | 9 | -5.1 | 10 | 0 | 15 | 5 | -4 | -14
CN(C)c1nc(Oc2ccc(N)cc2)nc(N(C)C)n1 | 3 | 9 | -0.3 | -7 | -8 | 4 | 1 | 11 | -1
Cc1cc(SCC(=O)N(C)CC(=O)Nc2ccc(F)cc2)nc2ccccc12 | 2 | 21* | 0.4 | -4 | -5 | 3 | 4 | 10 | 5
COc1ccc(C(C)=O)cc1CSc1nc2ccccc2c(=O)n1-c1cccc(C)c1 | -1 | -1 | 1.1 | 9 | -1 | -6 | 6 | -10 | 4
Cc1nc(NS(=O)(=O)c2ccccc2)sc1C(=O)NNS(=O)(=O)c1ccccc1 | -2 | -8 | 0.3 | 13 | 2 | 19 | 2 | -1 | -19
CC1=C(C(=O)N2CCOCC2)CC(CC(=O)NCc2cccs2)C(=O)N1Cc1ccc(F)cc1 (centres undefined) | 0 | -2 | -0.1 | -3 | 4 | 4 | 0 | 2 | -12
O=C(O)c1cc(N/N=C/c2ccc3c(c2)OCO3)ccc1Cl | -1 | 12 | -1.0 | 7 | -20 | -1 | 0 | 3 | 8

The list goes on:
SMILES | M5 ag | CHRM4 PAM | CRFBP-R2 agonist | CHRM5 antagonist | M4 antag | M1 PAM | M4 ag | CHRM5 PAM | M1 antag
CCOC(=O)C1CCCN(C(=O)c2cc3ncc(Br)cn3n2)C1 (centres undefined) | 1 | 3 | -0.8 | -2 | -7 | 1 | 0 | -2 | -30
CCOC(=O)C1CCN(S(=O)(=O)c2ccc(C)cc2)CC1 | -2 | 0 | -0.2 | -2 | 3 | 11 | 1 | -2 | -5
Cc1ccc(N2C(=O)CSC2=S)cc1C | 5 | 9 | 0.3 | -13 | -13 | 14 | 1 | 11 | -11
CC(C)(C)OC(=O)NC(Cc1ccccc1)C(=O)NCCCC(=O)O (centres undefined) | 2 | 1 | -0.7 | 1 | -3 | 3 | 0 | -4 | -22
CN(C)CCN1C(=O)C(=O)/C(=C(/O)c2ccc(S(=O)(=O)N3CCOCC3)cc2)C1c1ccccc1 (centres undefined) | 1 | 3 | 5.9 | -3 | -2 | -2 | 1 | -1 | -10
Cc1ccc(CNC(=O)c2cc(S(=O)(=O)N3CCCC3)cn2C)cc1 | 2 | -4 | -2.3 | -2 | -8 | -5 | 7 | -4 | -5
CC(C)n1c(NCc2ccc(N(C)C)cc2)nc2ccccc21 | -4 | -9 | -0.1 | 9 | 2 | 0 | 0 | -2 | -2
COc1ccc(C(=O)COC(=O)CCCC(=O)NC2CCCCC2)cc1 | -1 | -4 | -1.5 | 14 | -3 | 2 | 3 | -7 | -2

Next section; it opens with the three that closed the last part.
SMILES | M5 ag | CHRM4 PAM | CRFBP-R2 agonist | CHRM5 antagonist | M4 antag | M1 PAM | M4 ag | CHRM5 PAM | M1 antag
Cc1ccc(CNC(=O)c2cc(S(=O)(=O)N3CCCC3)cn2C)cc1 | 2 | -4 | -2.3 | -2 | -8 | -5 | 7 | -4 | -5
CC(C)n1c(NCc2ccc(N(C)C)cc2)nc2ccccc21 | -4 | -9 | -0.1 | 9 | 2 | 0 | 0 | -2 | -2
COc1ccc(C(=O)COC(=O)CCCC(=O)NC2CCCCC2)cc1 | -1 | -4 | -1.5 | 14 | -3 | 2 | 3 | -7 | -2
Cc1cccc(Sc2c([N+](=O)[O-])ncn2C)c1 | -2 | 10 | 0.2 | -2 | -4 | -4 | 1 | -4 | 5
CC(C)(C)NC(=S)NC1CC1 | 1 | -6 | -1.8 | -14 | -4 | 9 | 0 | 8 | -8
COCCCNC(=S)Nc1ccccc1[N+](=O)[O-] | -1 | -2 | -0.6 | 0 | 11 | 2 | 0 | 2 | -4
Cc1ccccc1-c1ccc(Nc2ccc(C(=O)N3CCOCC3)cc2)nn1 | 3 | 2 | -0.1 | 6 | 4 | 1 | 4 | -5 | -5
CC1=C(C(=O)N2CCOCC2)CC(CC(=O)NCc2cccc3ccccc23)C(=O)N1CCCN1CCCC1=O (centres undefined) | 0 | 5 | -0.7 | -3 | -12 | 9 | 0 | 3 | -19
COc1cc(/C=C/CN2CCN(Cc3ccc(C)o3)C(CCO)C2)ccc1O (centres undefined) | 0 | 11 | -1.3 | -4 | -12 | 4 | 4 | 10 | 0
CCN(CC(=O)Nc1c(F)cccc1F)C(=O)CN1C(=O)C2CCCCC2C1=O (centres undefined) | 6 | 8 | -0.7 | 5 | 8 | 0 | 1 | -8 | 12
O=C1C2CCCCC2C(=O)N1c1ccc(NC2CCN(Cc3ccccc3)CC2)c([N+](=O)[O-])c1 (centres undefined) | -19 | -40 | 0.3 | 32* | 16 | -26 | 1 | -23 | 48*
CC(=O)C1=C(C)Nc2ncnn2C1c1ccc(C)cc1 (centres undefined) | -1 | 4 | -0.2 | -11 | 2 | 0 | 1 | 1 | 1
